TTR transcr act = TTR transcription activators in neuroblastoma reporter cells, primary screen, cell-based, luminescence, SH-SY5Y, TTR promoter Gaussia luciferase | 100% = recombinant luciferase protein wells | 92,000 tested, 1.3% active | activation, % at 16.7 µM | AID 1117267, 2014;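 active = activation above the mean of all tested compounds plus 3 SD, cut at about 9.5% in these data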;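 note: cells exposed to compounds for one day before reading; 0% = median of all test compound wells on the plate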
The depositor's hits bear a star. The list is partial (hit frequency here may not be typical).

SMILES | TTR transcr act
COc1cccc(CCNC(=O)c2cccc(NC(=O)C3=C(C)OCCS3)c2)c1 | -2.1
Cc1ccccc1/C=C1\SC(=S)N(/N=C/c2cc([N+](=O)[O-])ccc2O)C1=O | 1.8
COc1cccc(C(=O)NCCS(=O)(=O)N2CCC3(CC2)OCCO3)c1 | -1.1
Cc1cc(C)c2[nH]c(=O)c(C(c3nnnn3Cc3ccc4c(c3)OCO4)N3CCCCC3)cc2c1 (stereo not given) | 5.5
CCOC(=O)c1cccc(NC(=O)CCc2nc(-c3ccccc3F)no2)c1 | 5.0
Cc1cc(S(=O)(=O)N2CCCC2)ccc1OCC(=O)Nc1ccc(C(N)=O)cc1 | 1.7
COC(=O)c1ccc(CN2C(=O)c3ccccc3S2(=O)=O)cc1 | 2.1
CCn1cc(C(=O)N2CCN(c3ccccc3F)CC2)c(=O)c2ccc(C)nc21 | -0.3
Cc1ccc(C2OC(=O)C=C2c2ccccc2)cc1 (stereo not given) | -1.3
O=C(Oc1ccc(C(=S)N2CCOCC2)cc1)c1ccccc1F | 2.7
CCOC(=O)c1ccc(Nc2c(OCC)c(=O)c2=O)cc1 | -0.9
Cc1ccc(NC(=O)C2CCN(C(=O)c3ccccc3C)CC2)cc1 | 0.5
CC(C)(C)N=C1NN=C(c2cc3ccccc3o2)CS1 | -0.8
CCc1n[nH]c(=O)n1Cn1c(CC)n[nH]c1=O | -0.2
Nc1cccc2c1C(=O)N(C(=O)c1ccc(S(=O)(=O)N3CCCCCC3)cc1)C2=O | -0.3
CCOc1ccc(C(Nc2ccc(C)cc2)P2(=O)OCCCO2)cc1 (stereo not given) | 0.9
Cc1oc2c(O)c(O)ccc2c(=O)c1-c1ccccc1 | -1.4
Cc1ccc(-n2c(=O)cc(N3CCN(Cc4ccccc4)CC3)[nH]c2=O)cc1 | 0.3
COc1cccc(SCc2noc(C(=O)NCC3CC3)c2C(=O)NCC2CC2)c1 | -1.4
COC(=O)/C=C1\N/C(=N\c2nc(C)cc(C)n2)N(c2ccc(C)cc2)C1=O | 0.1
O=C(c1ccco1)N1CCN(c2cc(C(F)(F)F)nc3ncnn23)CC1 | 3.2
O=C(O)C(O)Cc1c[nH]c2ccccc12 (stereo not given) | 0.9
CCC(=O)C(C#N)(c1ccc(OC)c(OC)c1)C(C)C (stereo not given) | 5.1
COc1cccc(NC(=O)CN(C)C(=O)c2ccc(-n3cncn3)c([N+](=O)[O-])c2)c1 | -0.3
COc1ccc(NC(=O)c2ccc(S(=O)(=O)C(F)F)cc2)c(OC)c1 | -1.4
c1cc(CNc2ccc3c(c2)OCCO3)ccn1 | 0.3
CCOC(=O)/C(C#N)=C/c1c(Oc2cccc(C)c2)nc2c(C)cccn2c1=O | 3.8
COc1ccc(C(=O)c2coc3c2C(=O)C(=O)c2ccccc2-3)cc1 | -3.9
CC(=O)Nc1ccc(NC(=O)CSc2nccn2Cc2ccco2)cc1 | -1.9
C=CCn1c(C)cc(C(=O)COC(=O)C2CC(=O)N(Cc3ccccc3)C2)c1C (stereo not given) | -1.2
O=C(Nc1ncccc1Cl)c1ccc2c(c1)OCCO2 | 2.8
CCCc1c(-c2ccc(F)cc2F)ncn1Cc1ccccc1OC | -1.5
Cc1ccc(C)c(C(C)NC(=O)CC#N)c1 (stereo not given) | -1.4
CN(CC(=O)Nc1ccccc1F)S(=O)(=O)c1ccc2c(c1)n(C)c(=O)c(=O)n2C | 0.3
CC1=CC(C)(C)N2C(=O)C3(SCC(=O)N3c3ccc(F)cc3)c3cc(C)cc1c32 (stereo not given) | -1.8
O=C(COC(=O)c1ccc(Cl)nc1)c1ccc2c(c1)OCCO2 | -0.2
CC(=O)N1CCc2cc(N=NC3=C(O)CCCC3=O)ccc21 | -1.7
COc1cc(C2CC(=O)Oc3c(C(CCN4CCN(c5ccccc5)CC4)c4ccc(N(C)C)cc4)c(OC)cc(OC)c32)cc(OC)c1OC (stereo not given) | -2.2
Cc1cc(=O)n(CC(C)O)c(O)c1C#N (stereo not given) | -0.1
NC(=O)Nc1ccc(C(=O)OCC(=O)Nc2cccc(S(=O)(=O)NC3=NCCCCC3)c2)cc1 | -0.2
CC(C)(C)n1nnnc1C(c1cccs1)N(Cc1cccnc1)Cc1ccco1 (stereo not given) | 2.4
COC(CNC(=O)[C@H](Cc1c[nH]c2ccccc12)NC1(C(=O)NCc2ccccc2)CCCCC1)OC | -1.6
Nc1ccc2c(c1)Cc1cc(Cl)c(Cl)cc1-2 | -3.8
COc1cc(C(C)=O)ccc1OCC(=O)OCC(=O)c1cc(C)n(CC2CCCO2)c1C (stereo not given) | -2.4
CCn1c(SCC(=O)N2CCN(c3ccccc3)CC2)nc2c([nH]c3ccccc32)c1=O | -1.6
CN(Cc1ccc(Cl)c(Cl)c1)C(=O)c1ccccc1SCC(=O)N1CCCC1 | -1.2
O=C(Nc1ccc2c(c1)OCO2)Oc1ccccc1 | -0.7
CCOC(=O)c1c(C)n(C)c2c1cc(OC(C)=O)c1ccccc12 | -1.4
COc1cc(C(=O)NCCc2cc3c(OC)ccc(OC)c3[nH]c2=O)cc(OC)c1OC | -1.0
COC(=O)c1ccc2c(=O)n(CCN3CCOCC3)c(SCC(=O)C(C)(C)C)nc2c1 | 2.3
CC1CC(C)(C)OC(C[N+]2(C)CCCCC2)O1 (stereo not given) | 5.6
CC(=O)Nc1ccc(C(=O)COC(=O)CCS(=O)(=O)c2ccccc2)cc1 | 2.2
CC(=O)OC(COc1ccccc1)Cn1cnc2cc(C)c(C)cc21 (stereo not given) | 0.4
Cc1nc2ccc(NC(=O)C3=NN(C)C(=O)CC3)cc2s1 | 1.4
COc1ccc(NC(=S)/N=C(\N)Nc2nc(C)c3ccc(C)cc3n2)cc1 | -4.2
CCC(=O)N(Cc1cc2ccccc2[nH]c1=O)C(C)C | 3.1
COC(=O)c1ccsc1NC(=O)C1=COCCO1 | 0.6
S=C(Nc1ccc(Cl)c(Cl)c1)NC1CCN(Cc2ccccc2)CC1 | -11
Cc1[nH]c2ccccc2c1/C=N/NC(=S)NCc1ccccc1 | -0.2
Cc1nnc(SCC(=O)Nc2ccccc2N2CCOCC2)s1 | 0.9

Following part.
SMILES | TTR transcr act
COc1ccc2cc(/C=N/NC(=O)CN(c3ccccc3OC)S(=O)(=O)c3ccccc3)c(Cl)nc2c1 | -0.4
COc1cccc(C(=O)OCC(=O)N2CCc3ccccc32)c1OC | 12*
CN(CC(=O)Nc1ccc(F)c(F)c1F)C(=O)c1ccc2c(c1)NC(=O)CS2 | -0.3
O=C(NCCOc1ccccc1)c1cccc2c1C(=O)c1ccc(Cl)cc1S2(=O)=O | -2.3
O=C(CC(c1ccc(F)cc1)c1ccco1)N1CCOCC1 (stereo not given) | 0.5
CCOc1ccc(N(CC(=O)NCc2ccccc2Cl)S(=O)(=O)c2c(C)noc2C)cc1 | 0.3
COc1ccc(-n2cnnc2SCC(=O)NCc2cccs2)cc1 | 2.7
CC(C)[C@@H]1NC(=O)[C@@H]2CSCCS(=O)(=O)N2C1=O | 5.0
CC(C)c1ccc(NC(=O)C2CC(=O)N=C(N)S2)cc1 (stereo not given) | -0.5
CC1(C)CC(=O)C2=C(C1)Nc1cc(C(=O)c3ccccc3)ccc1NC2c1ccccn1 (stereo not given) | 0.4
N#Cc1nc(COc2cccc(Cl)c2)oc1NCc1ccco1 | 0.0
CCN1CCN(S(=O)(=O)c2ccc3[nH]c(=O)oc3c2)CC1 | 0.2
CSc1ncnc2c1ncn2CCCNCC1CCCO1 (stereo not given) | -1.1
O=C(COC(=O)c1cccnc1Cl)c1ccc(Cl)cc1Cl | 1.6
CCOC(=O)CN(C(=O)CNC(=O)c1ccco1)C(C(=O)NC1CCCCC1)c1cccnc1 (stereo not given) | -1.3

Ordered by length of the SMILES (low to high): some entries from above.
SMILES | TTR transcr act
O=C(O)C(O)Cc1c[nH]c2ccccc12 (stereo not given) | 0.9
COC(=O)c1ccsc1NC(=O)C1=COCCO1 | 0.6
CCc1n[nH]c(=O)n1Cn1c(CC)n[nH]c1=O | -0.2
Cc1nnc(SCC(=O)Nc2ccccc2N2CCOCC2)s1 | 0.9
O=C(CC(c1ccc(F)cc1)c1ccco1)N1CCOCC1 (stereo not given) | 0.5
CCCc1c(-c2ccc(F)cc2F)ncn1Cc1ccccc1OC | -1.5
Cc1nc2ccc(NC(=O)C3=NN(C)C(=O)CC3)cc2s1 | 1.4
COc1cccc(C(=O)OCC(=O)N2CCc3ccccc32)c1OC | 12*
O=C(COC(=O)c1ccc(Cl)nc1)c1ccc2c(c1)OCCO2 | -0.2
Cc1ccc(NC(=O)C2CCN(C(=O)c3ccccc3C)CC2)cc1 | 0.5
COc1ccc(C(=O)c2coc3c2C(=O)C(=O)c2ccccc2-3)cc1 | -3.9
CN(Cc1ccc(Cl)c(Cl)c1)C(=O)c1ccccc1SCC(=O)N1CCCC1 | -1.2
C=CCn1c(C)cc(C(=O)COC(=O)C2CC(=O)N(Cc3ccccc3)C2)c1C (stereo not given) | -1.2
COc1cc(C(=O)NCCc2cc3c(OC)ccc(OC)c3[nH]c2=O)cc(OC)c1OC | -1.0
Nc1cccc2c1C(=O)N(C(=O)c1ccc(S(=O)(=O)N3CCCCCC3)cc1)C2=O | -0.3
CN(CC(=O)Nc1ccccc1F)S(=O)(=O)c1ccc2c(c1)n(C)c(=O)c(=O)n2C | 0.3
COc1cccc(NC(=O)CN(C)C(=O)c2ccc(-n3cncn3)c([N+](=O)[O-])c2)c1 | -0.3
Cc1cc(C)c2[nH]c(=O)c(C(c3nnnn3Cc3ccc4c(c3)OCO4)N3CCCCC3)cc2c1 (stereo not given) | 5.5
COc1cc(C2CC(=O)Oc3c(C(CCN4CCN(c5ccccc5)CC4)c4ccc(N(C)C)cc4)c(OC)cc(OC)c32)cc(OC)c1OC (stereo not given) | -2.2

Next section:
SMILES | TTR transcr act
COc1ccc(C(=O)COC(=O)CN2C(=O)C3CC=CCC3C2=O)c(OC)c1 (stereo not given) | 4.5
CC(C)c1cc(C(=O)N2CCCC(Nc3ccc(F)c(F)c3)C2)nc(N)n1 (stereo not given) | -1.4
Cc1ccc([C@@H]2CC(=O)[C@@H]3CN(S(=O)(=O)c4ccc(C)cc4)[C@H](c4ccccc4F)C[C@@H]3N2S(=O)(=O)c2ccc(C)cc2)cc1 | -1.8
O=C(c1cccc(Cl)c1)N1CCN(c2ccnc3cc(Cl)ccc23)CC1 | -2.6
CC1=Nc2cc(C(=O)NCCCOC(C)C)ccc2Sc2ccc(C)cc21 | -3.0
C=CCn1c(=O)c2c(nc3n2CC(C)CN3CCc2ccccc2)n(C)c1=O (stereo not given) | 0.8
O=C(CCCCCN1C(=O)c2ccccc2C1=O)NCc1ccccn1 | 3.5
Cc1nn(-c2ccccc2)nc1C(=O)Nc1ccc2c(c1)OCCO2 | 1.4
CC(C)(CNCc1ccccc1)NS(=O)(=O)c1ccccc1 | -0.7
O=C(NC1CC1)C1CC(=O)N(C2CCCCC2)C1 (stereo not given) | -1.5
O=C(NC(=S)NCC1CCCO1)c1cccs1 (stereo not given) | 1.0
COc1ccc(CC(=O)NNc2ncnc3c2cnn3-c2ccc(C)cc2)cc1OC | 1.6
CC(C)(C)Sc1ccc([N+](=O)[O-])cc1C(=O)Nc1ccncc1 | -1.3
O=C(c1ccccc1F)N1CCCC(C(=O)N2CCc3ccccc3C2)C1 (stereo not given) | -0.7
O=C(/C=C/c1ccccc1)NCCSCc1ccccc1Cl | 2.4
COc1cc2c(C#N)c(N3CCN(C)CC3)nc(N)c2c(N)n1 | -0.2
CSc1nnc(CNC(=O)C23CC4CC(CC(C4)C2)C3)n1Cc1ccccc1 | -1.3
C=CCN1C=C/C(=C\C=C(C#N)C#N)c2ccccc21 | 1.4
COc1cnn(-c2ccc(C)cc2)c(=O)c1Br | 2.5
CC(C)CN(C(=O)COC(=O)c1nc(Cl)ccc1Cl)c1c(N)n(Cc2ccccc2)c(=O)[nH]c1=O | 3.5
COc1cc(C(=O)OCC(=O)NCc2ccc(F)cc2)ccc1OCC(C)C | 0.5
C/C=C\C=C/C(=O)Nc1cccc(C2=NOC3(C2)C[C@@H](C(N)=O)N(C(=O)COc2ccc(Cl)cc2)C3)c1 (stereo not given in full) | 3.3
CCO/N=C(\N)c1[nH]ncc1Br | 0.9
Cc1nc(N2CCOCC2)nc(Oc2ccccc2)c1[N+](=O)[O-] | -1.3
COC(=O)c1c(-c2ccc(OC)cc2)sc2ccc(-c3ccc4c(c3)OCO4)cc12 | 2.3
CCCOc1ccc(-c2cc(C(C)=O)c3n(c2=O)CCC3)cc1 | -2.5
Cc1ccc(CNC(=S)Nc2cc(C)ccc2OC(F)F)cc1 | 4.2
O=C(c1ccco1)N(Cc1ccc2c(c1)OCO2)Cc1cc2cc3c(cc2[nH]c1=O)OCO3 | -1.1
CC(CS(=O)(=O)c1ccccc1[N+](=O)[O-])N1CCOCC1 (stereo not given) | -0.8
CCOC(=O)Cn1nc(-c2ccc(Cl)cc2)ccc1=O | 3.6
Cc1ccc(NC2CCCCC2NS(=O)(=O)c2ccc(Cl)cc2)cc1 (stereo not given) | -3.1
Fc1ccc(-c2nnc(-c3ccc(F)cc3)o2)cc1 | 0.1
Cc1cccc(NC(=S)NCC2CCCO2)c1 (stereo not given) | -1.2
COCCCNC(=S)N1CCCN(c2nc3cc(C)c(C)cc3cc2C#N)CC1 | 0.3
Cn1c2ccccc2c2cnn(CC(=O)Nc3ccccc3Br)c(=O)c21 | -0.3
COc1ccc2cc(-c3cn(C(=O)N(c4ccccc4)c4ccccc4)nn3)ccc2c1 | -1.8
CCOC(=O)/C(C(C)=O)=C1\OC(=O)c2ccccc21 | 0.8
O=C(CSC1=NC(=O)C(c2ccccc2)C(=O)N1)Nc1cccc(Cl)c1 (stereo not given) | 0.1
Cc1cc(C)cc(C(=O)NCC(=O)OCC(=O)N2CCCCC2)c1 | -0.2
CCC(=O)Nc1cccc(-c2ccc(N3CCCCC3)nn2)c1 | -1.8
CCCn1nc2cc(C(=O)NCc3ccccc3OC)ccc2c1OCC | -0.5
Cc1ccc(S(=O)(=O)NCCC2=CCCCC2)cc1C(N)=O | -1.6
Cc1csc(NC(=O)c2ccc(Cl)cc2[N+](=O)[O-])n1 | -0.3
O=C1CCC/C(=N/NC(=O)c2sc3ccccc3c2Cl)C1 | 2.5
CN(C)S(=O)(=O)CC12CCC(CC1=O)C2(C)C (stereo not given) | -0.3
CCOc1ccc(OCC)c(NC(=O)c2[nH]c(C)c(C(C)=O)c2C)c1 | -0.2
O=C(CSc1ccccc1)NCCc1ccc(F)cc1 | 5.8

Source: PubChem
